High-throughput results as filed in PubChem BioAssay.
PKM2 act: qHTS Assay for Activators of Human Muscle isoform 2 Pyruvate Kinase; Pyruvate kinase PKM (Homo sapiens), P14618; purified PKM2, Kinase-Glo ATP luminescence, activation; response scale: 0% is enzyme alone, no compound; Potency, µM (top dose mostly 57.5 µM), inactives show at the highest dose activation, actives largely listed as activators; 260,000 tested, 0.34% active; AID 1631, 2009; also: potency is read from the fitted curve at half-maximal effect; % is scaled to controls: 0 for no effect and ±100 for the full control effect; nearly all actives have a fitted effect of over 55% in size
Target sequence (P14618 whole entry, looked up, canonical isoform): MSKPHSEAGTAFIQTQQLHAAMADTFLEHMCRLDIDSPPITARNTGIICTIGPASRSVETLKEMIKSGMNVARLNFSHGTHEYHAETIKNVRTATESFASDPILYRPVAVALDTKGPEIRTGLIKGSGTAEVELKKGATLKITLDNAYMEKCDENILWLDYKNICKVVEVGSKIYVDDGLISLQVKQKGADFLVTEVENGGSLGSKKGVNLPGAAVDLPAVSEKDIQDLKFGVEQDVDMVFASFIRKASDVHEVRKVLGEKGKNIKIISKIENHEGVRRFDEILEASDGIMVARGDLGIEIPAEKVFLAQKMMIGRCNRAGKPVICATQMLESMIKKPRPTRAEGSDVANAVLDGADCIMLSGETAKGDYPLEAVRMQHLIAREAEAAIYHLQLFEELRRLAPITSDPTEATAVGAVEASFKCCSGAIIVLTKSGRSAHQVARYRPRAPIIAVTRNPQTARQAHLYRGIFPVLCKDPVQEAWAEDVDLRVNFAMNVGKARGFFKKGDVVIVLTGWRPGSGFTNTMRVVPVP
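ATP formation by purified human PK-M2, quantified via coupled luciferase luminescence after 1 h at room temperature with 0.1 mM ADP and 0.5 mM PEP final.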
NPC1 promoter act: qHTS Assay for NPC1 Promoter Activators | Huh7 NPC1 promoter luciferase reporter, 24 h | Potency, µM (highest dose often 9.22 µM), for inactives: top-dose activation, hits mostly activators | 320,000 tested, 2.4% active;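 also: potency is read from the fitted curve at half-maximal effect; % of control where 0% means no effect; nearly all actives have a fitted effect of over 60% in size; reporter is driven by a mutant NPC1 promoter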
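Stably transfected Huh7 (NPC1 promoter→luciferase), 1500 cells/well in Opti-MEM + 10% FBS, 2 h settle, then compound 24 h at 37 °C. Luminescence after 10 min with Amplite reagent.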
Giardia kill: Small Molecules that selectively kill Giardia lamblia: qHTS | Giardia lamblia trophozoite viability | activity change, % at 7.66 µM, hits read low | AID 540267, 2011 | 340,000 tested, 0.15% active; in the data active = activity change below about -80%; inconclusive = between about -30% and that limit;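 also: parasites exposed to compound for two days anaerobically before the ATP read; % is scaled to controls: 0 for no effect and ±100 for the full control effect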
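Trophozoite viability was measured as ATP-dependent luminescence, read 15-30 min after reagent addition. Before that, parasites at 100 cells/well were exposed to compounds for 48 h, anaerobically, at 37 deg C.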
RORg inh: qHTS for inhibitors of ROR gamma transcriptional activity; Potency, µM (doses to about 53.6 µM), for inactives: at the top dose activity change, negative = inhibition, actives largely listed as inhibitors; Drosophila S2 Gal4-RORgamma UAS-luciferase reporter, 20 h; 310,000 tested, 5.4% active; AID 2551, 2010; also: potency is read from the fitted curve at half-maximal effect; % is scaled to controls: 0 for no effect and ±100 for the full control effect; nearly all actives have a fitted effect of over 60% in size
Target sequence (P51450 whole entry, looked up, the tested form may be a part): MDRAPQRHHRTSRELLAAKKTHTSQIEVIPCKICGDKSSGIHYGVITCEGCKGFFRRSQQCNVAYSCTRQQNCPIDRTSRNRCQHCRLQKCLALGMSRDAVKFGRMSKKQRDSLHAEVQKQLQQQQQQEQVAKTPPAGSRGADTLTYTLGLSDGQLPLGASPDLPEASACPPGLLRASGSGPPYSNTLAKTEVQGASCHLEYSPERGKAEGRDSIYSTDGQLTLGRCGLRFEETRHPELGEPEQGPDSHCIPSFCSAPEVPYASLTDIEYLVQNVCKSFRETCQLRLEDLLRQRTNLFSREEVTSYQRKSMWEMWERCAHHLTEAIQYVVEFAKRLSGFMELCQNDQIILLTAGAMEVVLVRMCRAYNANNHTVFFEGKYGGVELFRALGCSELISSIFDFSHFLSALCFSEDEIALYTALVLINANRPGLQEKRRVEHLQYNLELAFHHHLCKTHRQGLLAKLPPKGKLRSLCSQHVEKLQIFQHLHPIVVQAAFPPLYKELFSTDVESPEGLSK
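Drosophila S2 cells stably expressing Gal4-DBD/mouse RORγ fusion under metallothionein promoter plus UAS-luciferase; compound 1 h, then 700 uM CuSO4 induction for 20 h at ambient temperature; inhibition read as reduced luminescence.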
ELG1 genotox: qHTS screen for small molecules that induce genotoxicity in human embryonic kidney (HEK293T) cells expressing luciferase-tagged ELG1. HEK293T ELG1-luciferase reporter, luminescence, 16 h. Potency, µM (doses to about 46 µM), for the others: at the top dose activity change, positive = activation, actives largely listed as activators. 330,000 tested, 1.3% active; also: potency is read from the fitted curve at half-maximal effect; % of control where 0% means no effect; nearly all actives have a fitted effect of over 60% in size
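Reporter readout depends on ELG1 protein level, which increases with genetic stress. After 16 hr compound exposure at 37 °C, luciferase activity was quantified using ONE-Glo.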
p53 reactivation: qHTS assay for re-activators of p53 using a Luc reporter; 320,000 tested, 0.063% active; Potency, µM (highest dose often 92.2 µM), inactives show at the highest dose activity change, positive = activation, usual class: activators; H1299 p53-A138V BP100-luciferase reporter, luminescence, 24 h; also: potency is read from the fitted curve at half-maximal effect; % of control where 0% means no effect; nearly all actives have a fitted effect of over 45% in size
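p53-null H1299 cells stably carrying temperature-sensitive p53-A138V and a BP100-luciferase reporter were pinned with compounds (4-point, 1:5 series) and held 24 hrs at 37 deg C. Luminescence was read 10 min after detection reagent.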
Menin MLL FP TR: qHTS Assay for Inhibitors Targeting the Menin-MLL Interaction in MLL Related Leukemias: Competition With Texas Red Labeled MLL-derived Mutant Peptide. O00255. Menin + Texas Red MLL mutant peptide, fluorescence polarization. Potency, µM (series often up to 61.6 µM), inactives show top-dose FP activity change, negative = inhibition, actives largely listed as inhibitors. 270,000 tested, 0.23% active. AID 1768, 2009; active = well fitted inhibition curve with a large enough effect in the polarisation, with a control signal flat, not every such curve was filed as active; inconclusive = small, poorly fitted or top-dose-only effect, or effect the other way, or a change in a side signal; inactive = no such curve, though single readings can be large or run the other way; the % refers to the polarisation; also: potency is read from the fitted curve at half-maximal effect; % of control where 0% means no effect; many of its hits are not listed in these tables
FLuc modulator: qHTS profiling assay for firefly luciferase inhibitor/activator using purifed enzyme and Km concentrations of substrates (counterscreen for miR-21 project); Luciferin 4-monooxygenase (Photinus pyralis), P08659; purified FLuc, Km substrates, luminescence inhibition; Potency, µM (series often up to 57.5 µM), for inactives: top-dose activity change, negative = inhibition, most hits filed as inhibitors; 360,000 tested, 6.9% active; AID 588342, 2011;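 also: potency is read from the fitted curve at half-maximal effect; plate controls were vehicle for no effect and reference inhibitor for full effect; nearly all actives have a fitted effect of over 55% in size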
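Biochemical qHTS of compounds, final roughly 60 µM downward over six points, against 10 nM purified firefly luciferase using Km concentrations of substrates (10 uM D-luciferin, 10 uM ATP) in Tris acetate pH 7.5 buffer; luminescence output.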
Rab9 prom act: qHTS Assay for Rab9 Promoter Activators | Huh7 Rab9 promoter-luciferase reporter, luminescence, 24 h | Potency, µM (series often up to 9.22 µM), for inactives: top-dose activation, negative = inhibition, hits mostly activators | 320,000 tested, 2.8% active; also: potency is read from the fitted curve at half-maximal effect; % of control where 0% means no effect; nearly all actives have a fitted effect of over 60% in size
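Huh7 reporter line, Rab9 promoter upstream of luciferase. Compound exposure 24 h at 37 °C in reduced-serum medium with 10% FBS. Read-out: luminescence.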
Gal4-VP16 FLuc: VP16 counterscreen qHTS for inhibitors of ROR gamma transcriptional activity | Drosophila S2 Gal4-VP16 UAS-luciferase, luminescence, 20 h | Potency, µM (titrated, usually from 53.6 µM), without a hit: at the top dose activity, negative = inhibition, hits mostly inhibitors | 310,000 tested, 3.5% active | AID 2546, 2010;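 also: Gal4-VP16 expression switched on by copper sulfate through the metallothionein promoter; potency is read from the fitted curve at half-maximal effect; % is scaled to controls: 0 for no effect and ±100 for the full control effect; nearly all actives have a fitted effect of over 50% in size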
BRCA1 expr up: qHTS Assay to Identify Small Molecule Activators of BRCA1 Expression. 380,000 tested, 1.1% active. MCF7-BRCA1-FFLuc reporter, luminescence, 48 h; response scale: scaled: vehicle 0%, 10 µM genistein 100%. AID 624202, 2012. Potency, µM (highest dose often 46.1 µM), without a hit: at the highest dose activation, hits mostly activators; also: potency is read from the fitted curve at half-maximal effect; nearly all actives have a fitted effect of over 80% in size; some results filed as inactive show a strong effect at the top dose
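First, MCF7-BRCA1-FFLuc cells (2000/well) attach for 2 h; next, compounds are pin-added and incubated 48 h at 37 °C; finally, luciferase reagent is added and luminescence read after 15 min.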
Active calls of the source: *; ? = inconclusive; . = no result given; [ ] = dose if it differs, or a comment. Unless noted, calls follow the shape of the dose curve; as a rule, active = well fitted curve in the direction sought with a large enough effect; inconclusive = small, poorly fitted or top-dose-only effect, or another doubt; inactive = no such curve, though single readings can be large; an effect the other way counts as inactive or inconclusive. This is a subset; rates above refer to the full screens.

SMILES	PKM2 act	NPC1 promoter act	Giardia kill	RORg inh	ELG1 genotox	p53 reactivation	Menin MLL FP TR	FLuc modulator	Rab9 prom act	Gal4-VP16 FLuc	BRCA1 expr up
CN(C)CCOc1cccc(Cl)c1	-4.2%	-3.7%	24.4	-1.7%	0.2%	0.1%	-2.4%	-0.1%	0.4%	-26.0%	1.7%
O=C(O)/C(=C\c1cccc(F)c1)c1ccc(S(=O)(=O)N2CCCC2)s1	.	-7.8%	6.6	.	-1.3%	1.3%	.	3.0%	-2.0%	.	-9.9%
CC12CCC(=O)N1C(C(=O)Nc1nccs1)CS2 (stereo not drawn)	.	-0.9%	12.7	.	-2.0%	3.0%	.	1.5%	1.6%	.	-5.0%
CCOCCCn1c(SCC(=O)N(C)C2CCS(=O)(=O)C2)nc2ccccc2c1=O (stereo not drawn)	.	-1.9%	-6.2	.	1.8%	-1.8%	.	4.5%	-4.4%	.	2.5%
S=C(NC1CC1)N1CCN(C(=S)NC2CC2)CC1	4.7%	15.0%	10.2	-7.7%	-0.3%	?	.	-1.6%	-0.6%	-12.6%	1.4%
COc1ccc(NC(=O)c2c(C)nn(Cc3ccccc3)c2Cl)cc1S(=O)(=O)N1CCOCC1	12.2%	-7.5%	8.6	?	-13.4%	-4.3%	-7.0%	-6.0%	-10.7%	3.9%	-40.8%
COC(=O)c1ccccc1NC(=O)C1CC(=O)N(c2ccc(OC)cc2)C1 (stereo not drawn)	-4.7%	-4.5%	-7.7	10.1%	3.1%	-1.9%	-16.3%	-4.0%	-12.0%	-5.5%[10 µM]	-23.3%
CCCC(=O)C1=C(O)C(C(=O)OC)C(C)(C)CC1=Nc1ccc(C)cc1 (stereo not drawn)	-4.2%	-3.3%	18.7	11.9%	-9.1%	1.1%	-18.8%	-1.8%	-3.7%	2.4%	-17.8%
CCOCC(=O)N1CCc2ccccc21	-0.1%	-3.1%	-18.5	-4.4%	-5.7%	-3.4%	3.5%	1.4%	2.9%	7.4%	20.9%
C=CCN=C(NC#N)SC	4.4%	-4.6%	-6.0	4.2%	2.4%	-0.1%	6.1%	1.8%	0.8%	-3.5%	-5.9%
CC1CCCN(C(=O)Cc2cn(Cc3cccc(Cl)c3)c3ccccc23)C1 (stereo not drawn)	-9.2%	-4.8%	-16.8	-23.7%[10 µM]	-4.9%	-4.5%	-11.6%	-3.9%	-1.1%	-79.8%	-39.9%
Cc1ccc(OC(=O)COc2ccccc2C)cc1	.	-3.8%	-14.1	-9.7%	-5.5%	-2.3%	-14.4%	?	-1.5%	-3.9%	-0.5%
COc1cccc(-c2nc(CS(=O)CC(=O)NC(C)CCc3ccccc3)c(C)o2)c1 (stereo not drawn)	.	-1.4%	12.2	1.0%	-4.6%	-2.5%	.	6.1%	-3.0%	-0.6%	-8.6%
COC(=O)c1c(NC(=O)CCc2ccc(C)o2)sc(C)c1C	7.94µM*	1.7%	1.9	?	-0.4%	-1.9%	18.7%	4.4%	-1.7%	12.6µM*	-26.0%
O=C(CCC1CCCN(c2ncccn2)C1)N1CCN(c2ccccn2)CC1 (stereo not drawn)	3.3%	0.4%	-5.0	20.1%	-3.0%	-0.9%	.	1.4%	-0.3%	-3.8%	-9.8%
CC(C)(C)NC(=O)c1ccc2c(c1)N(CC(=O)N1CCCCC1)C(=O)C(C)(C)O2	-2.6%	-1.1%	-7.1	0.0%	0.0%	0.2%	?	-2.5%	-4.9%	-3.9%	-9.0%
CC(=O)Nc1ccc(NC(=O)CCc2ccc(C)o2)cc1	.	-1.8%	14.0	13.2%	0.9%	1.5%	.	-1.1%	-1.0%	-4.7%	0.8%
c1ccc(CSc2ccc(-c3ccc4c(c3)OCO4)nn2)cc1	-17.9%	3.55µM*	-5.3	?	?	?	-4.1%	2.69µM*	3.16µM*	6.0%	?
COc1ccc(OC)c(-c2cc(-c3cccnc3)nc(N)c2C#N)c1	-0.3%	-31.7%[inhibitor]	2.4	-14.9%	16.0%	-3.3%	.	0.2%	-23.0%	3.4%	-6.0%
CCCNC(=O)N1CCC(C(=O)c2cccc(F)c2)CC1	-5.5%	1.2%	2.4	-23.9%	0.5%	-0.1%	37.3%[activator]	-0.6%	3.6%	-0.4%	-21.5%
Cc1cc(N2CCN(c3cccc(C)c3C)CC2)nc(-c2ccccc2)n1	1.5%	-3.2%	16.0	-17.0%	-4.5%	9.4%	6.1%	1.1%	-2.3%	-12.8%	-37.2%
O=C(N/N=C/c1ccc(Cl)cc1Cl)c1ccc(-n2cnnn2)cc1	.	-4.3%	-21.8	.	11.9%	-7.0%	.	-14.7%	-1.0%	.	3.8%
CC(=O)c1cccc(Nc2nc(N3CCOCC3)nc(N3CCOCC3)n2)c1	.	-4.0%	1.1	-26.0%	-0.4%	3.9%	.	-0.6%	0.0%	-4.2%	-43.2%
CN(C)Cc1ccc(O)c(CCc2ccccc2)n1	-5.2%	-7.2%	6.0	3.2%	-0.1%	2.6%	1.2%	-1.0%	2.5%	-0.2%	-27.0%
O=C(/C=C/c1ccc(Cl)cc1Cl)n1cccn1	-5.4%	-1.1%	-2.2	20.7%	16.5%	4.9%	?	3.79µM*	-1.4%	0.9%	-12.2%
SMILES	PKM2 act	NPC1 promoter act	Giardia kill	RORg inh	ELG1 genotox	p53 reactivation	Menin MLL FP TR	FLuc modulator	Rab9 prom act	Gal4-VP16 FLuc	BRCA1 expr up
CCOC(=O)CSc1c(-c2ccc(Cl)cc2)[nH]c2ccccc12	1.4%	-0.9%	18.7	0.0%	-0.1%	-0.8%	?	3.0%	-7.1%	-8.8%	?
O=C(O)c1cccc(NC(=S)N/N=C/c2cccc(O)c2)c1	1.4%	13.8%	4.7	0.3%	-0.8%	-1.7%	2.2%	2.13µM*	17.9%	-4.5%	0.5%
CCCCNC(=S)N1CCN(C)CC1	4.6%	-31.8%[inhibitor]	-3.2	-3.9%	0.3%	-1.3%	6.0%	-0.3%	2.6%	-1.0%	-9.4%
COc1ccc(CCC(=O)Nc2cc3c4c(c2)CCC(=O)N4CCC3)cc1	.	-4.2%	15.3	.	-1.3%	-7.3%	.	7.4%	-8.2%	.	-7.7%
CCOC(=O)CC1=C(C#N)C(c2cccnc2)C(C(=O)OCC)=C(N)O1 (stereo not drawn)	-7.6%	2.0%	-3.8	24.3%	0.9%	13.8%	-13.4%	0.2%	8.6%	23.3%	-31.0%
CC(=O)NS(=O)(=O)c1ccc(NC(=O)c2ccc(-n3nc(C)cc3C)cc2)cc1	-3.5%	-3.9%	3.4	11.4%	3.7%	1.2%	-9.2%	0.3%	-1.3%	8.8%	2.7%
CCOC(=O)N1CCN(C(=O)Nc2ccccc2Cl)CC1	-0.7%	-4.5%	-11.1	10.4%	-0.2%	-4.9%	7.9%	-1.1%	21.5%	-7.3%	4.6%
Cc1cc(NC(=O)Cn2ccc([N+](=O)[O-])n2)no1	-7.9%	-1.5%	-23.3	-6.5%	1.4%	-4.3%	3.2%	0.7%	0.2%	4.5%	-5.0%
Cc1ccc(-n2c(SCC(=O)NCCN3C(=O)CSC3=O)nnc2-c2ccccc2)cc1C	-0.5%	-0.2%	-2.2	1.6%	-1.2%	-12.5%	-19.9%	4.9%	-4.5%	-14.4%	-26.9%
NS(=O)(=O)c1ccc(CNC(=O)c2cc(=O)[nH]c3ccccc23)cc1	3.9%	-3.7%	1.7	-0.9%	-1.9%	2.3%	0.0%	1.1%	-1.6%	-3.4%	-3.7%
CCc1nnc(N/N=C/c2cc(C)c(C)cc2C)n1N	-0.1%	0.6%	6.1	15.8µM*	2.6%	.	-16.8%	-3.2%	-2.0%	?	-83.4%
COC(=O)c1ccc(CSc2nc3cc(Cl)ccc3o2)cc1	-2.5%	-5.0%	-0.5	-2.1%	0.2%	-0.8%	-3.2%	-11.3%	-0.6%	-12.2%	3.8%
Cn1c(=O)c2c(nc(NCC3CCCC(CN)C3)n2Cc2ccc(Cl)cc2Cl)n(C)c1=O (stereo not drawn)	.	-1.6%	-7.0	-39.6%	?	-10.2%	?	1.8%	-3.4%	1.1%	-61.2%
CCc1ccc(CN(C(=O)c2cc3ccccc3oc2=O)C2CCS(=O)(=O)C2)cc1 (stereo not drawn)	-5.3%	2.82µM*	-16.3	1.5%	?	22.3%	-1.9%	19µM*	3.98µM*	-14.8%	-6.3%
